Assay outcomes from PubChem BioAssay.
Dicer inh: inhibitors of Dicer pre-microRNA processing, primary screen, biochemical, cat-ELCCA, chemiluminescence; Endoribonuclease Dicer (Homo sapiens), Q9UPY3; cat-ELCCA pre-miR-21 Dicer processing; active compounds read high; z-score at 25 µM; actives 6% (n = 47,000); AID 1347074, 2019; in the data active means z-score above about 3, passing the limit was not always enough;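 further: plate controls were vehicle for no effect and no enzyme for full effect; higher signal means more uncleaved substrate so more Dicer inhibition; strong numbers were not always called active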
The depositor's hits bear a star.

SMILES	Dicer inh
CN(Cc1nnc(-c2ccc3ccccc3c2)o1)c1nnc(C(F)(F)F)s1	-1.3
O=C1C2CCCC1C(c1ccccc1)NC2c1ccccc1 (stereo not given)	1.6
Cc1onc(-c2ccccc2Cl)c1C(=O)N1c2ccccc2NC(=O)CC1C (stereo not given)	-0.09
C/C(=N\OC(=O)Nc1ccccc1)c1cc2cc([N+](=O)[O-])ccc2o1	-0.27
c1csc(CNc2nc3ccccc3n2CCN2CCCCC2)c1	-0.42
O=C(OCCOCCN=C1NS(=O)(=O)c2ccccc21)C1CC(=O)N(c2ccccc2)C1 (stereo not given)	0.1
CC(=O)c1cnc2cc(-c3ccccc3)nn2c1C	-1.6
COc1ccccc1C1CC(=O)Nc2cc3c(cc21)OCO3 (stereo not given)	-0.42
CSc1nsc(SCC(=O)NC2=NC(=O)C(C)S2)n1 (stereo not given)	-1.7
Cc1cccc(NC(=O)c2ccccc2)n1	0.52
Clc1ccccc1Cn1nnc2c(N/N=C/c3cccs3)ncnc21	1
COC(=O)C1Cc2c([nH]c3ccccc23)C2(CCN(C)CC2)N1 (stereo not given)	0.36
CC(=O)NNc1ccc(C(F)(F)F)cn1	-0.52
Cc1onc(-c2c(Cl)cccc2Cl)c1NC(=O)O/N=C/c1ccc(Cl)c(Cl)c1	-1
CC(=O)COc1ccc(Cl)cc1Cl	-0.48

The last five compounds of the section before lead into the next.
SMILES	Dicer inh
Clc1ccccc1Cn1nnc2c(N/N=C/c3cccs3)ncnc21	1
COC(=O)C1Cc2c([nH]c3ccccc23)C2(CCN(C)CC2)N1 (stereo not given)	0.36
CC(=O)NNc1ccc(C(F)(F)F)cn1	-0.52
Cc1onc(-c2c(Cl)cccc2Cl)c1NC(=O)O/N=C/c1ccc(Cl)c(Cl)c1	-1
CC(=O)COc1ccc(Cl)cc1Cl	-0.48
NC(=S)N/N=C\Cc1nnnn1-c1ccc(Cl)cc1	1.4
Nc1ccccc1SC(C[N+](=O)[O-])c1ccc(Cl)cc1 (stereo not given)	11
COc1cccc(C2CC(c3ccc(F)cc3)Nc3nc(N)nn32)c1 (stereo not given)	-0.18
Cn1c(=O)c2cc3cc(Cl)c(Cl)cc3nc2n(C)c1=O	-0.4
CC(=O)Oc1ccc2occ(-c3ccccc3)c2c1	0.41
COC(=O)c1ccccc1NC(=S)N(C)C	0.68
Cc1cc(C(=O)NCc2cc3ccccc3s2)nn1C	0.48
Cc1ccc(S(=O)(=O)NCC(Sc2nnc3nc(C)cc(C)n23)c2ccccc2)cc1 (stereo not given)	3.5*
COc1ccc(-c2csc(Nc3ccc(C)cn3)n2)cc1OC	1.1
COC(=O)c1c(COc2ccccc2)n[nH]c1C	4.1
COc1ccc(-n2sc3c(c2=S)-c2cc(OC)ccc2NC3(C)C)cc1	-0.62
S=c1[nH]ccn1-c1c(Cl)cccc1Cl	0.8
c1ccc(-c2csc3ncnc(NC4CC4)c23)cc1	-1.1
COc1ccc(C)c2c1N[C@@H](c1ccc(C(=O)O)cc1)[C@H]1CC=C[C@@H]21	1.8
COCCOC(=O)C1=C(C)NC2=C(C(=O)CCC2)C1c1coc2ccc(C)cc2c1=O (stereo not given)	0.75
Cn1c(=O)c2c(c3ccccc31)OC(=O)CC2c1ccsc1 (stereo not given)	-0.27
O=C(CN1C(=O)c2cccc3cccc1c23)NCCSCc1ccco1	-0.57
Cn1c(=O)[nH]c(=O)c2c1nc(NCCCO)n2CCCc1ccccc1	3.4*
CC(C)(C)OC(=O)/C(C#N)=C/c1ccc(C(F)(F)F)cc1	15
CC(C)(C)c1cc(=O)n2c(nc3ccccc32)[nH]1	-0.35
CCOCCOC(=O)COc1ccc2c(=O)c(-c3cccc4ccccc34)c(C(F)(F)F)oc2c1	1
CSc1nccc(-c2ccc(S(=O)(=O)n3nc(C)cc3C)s2)n1	1.3
N#CCC(=O)N/N=C/c1ccc(-c2cc(C(F)(F)F)cc(C(F)(F)F)c2)o1	-1.3
CCOC(=O)CSc1sc(C(=O)OCC)c2c1C(=O)CCC2	-0.92
CC(=O)OCC(=O)[C@@]1(O)CCC2C3CC[C@@]4(C)CCCCC4(C)C3CCC21C (stereo not given in full)	-1.6
CCN(CC)c1ccc(N=C2C=CC(=O)c3ccccc32)c(C)c1	0.53
Cc1cccc(Cn2nc(C(C)(C)C)cc2-c2n[nH]c(=S)o2)c1	2.3
Cc1nnc(SCC(=O)Nc2ccc(C(F)(F)F)cc2)n1-c1ccc(OCc2ccccc2)cc1	-0.3
Cn1nc(-c2cccnc2)nc2c(=O)n(C)c(=O)nc1-2	-6.5
S=c1[nH]nc2nc(-c3ccccc3)c(-c3ccccc3)nn12	-0.34
Nc1ccc(Br)cc1C(O)c1ccccc1 (stereo not given)	1
CC(CC(=O)O)CC(=O)Nc1ccccn1 (stereo not given)	0.15
COc1ccc(-n2c(/C=C/c3cn(C)c4ccccc34)nc3ccccc3c2=O)cc1	0.73
c1ccc2cc3[nH]c(CN4CCCCC4)nc3cc2c1	-1.1
O=c1c(C=Nc2ccccc2)c(Nc2ccccc2)[nH]n1-c1ccccc1	-0.77
CCOC(=O)/C(C#N)=C/c1ccccc1	-0.78
CCCCCCC(C)(SCC(=O)O)SCC(=O)O	0.16
Cn1c(=O)c2c(nc(N3CCOCC3)n2Cc2ccc(Br)cc2)n(C)c1=O	2.2
O=C1NC(c2ccccc2)Nc2sc3c(c21)CCN(Cc1ccccc1)C3 (stereo not given)	1.2
CC(C)CNC(=O)Cn1cnc2c1c(=O)n(C)c(=O)n2C	0.1
C/C(=N\O)c1ccc(Cl)c(Cl)c1	1.5
O=C1CSC(=Nc2ccc(Cl)cc2)N1C(=O)c1ccccc1Cl	2.5
CCCc1nc(SCC(=O)c2ccccc2Cl)[nH]c(=O)c1C	-0.2
COc1ccc2nnc(-c3ccccc3)n2n1	-0.24
O=C(O)C1SCCN1C(=O)c1ccc(Cl)cc1 (stereo not given)	0.42
Cc1onc(-c2c(Cl)cccc2Cl)c1C(=O)ONC(=O)C(C)(C)C	0.7
CCSC1=N/C(=C\c2cc(Br)c(OC(C)=O)c(OC)c2)C(=O)S1	1.7
CC1=C(C(=O)OCC2CCCO2)C(c2ccccc2Br)C2=C(CC(C)(C)CC2=O)N1 (stereo not given)	0.33
O=C1CCC([N+](=O)[O-])C(c2ccccc2Cl)N1 (stereo not given)	-0.81
C=CCN1C(=O)C2(/C(=C(/O)c3ccc4c(c3)CC(C)O4)C(=O)C(=O)N2CCCOC)c2ccccc21 (stereo not given)	2.2
N=C(N)N1CCc2ccccc2C1	0.1
O=c1n(Cc2ccc(F)cc2)nc2n1-c1ccccc1SC2	1.2
CNc1scnc1S(=O)(=O)c1ccc(C)cc1	0.76
Nc1c(C(=O)Nc2ccc(Cl)cc2)sc2nc3c(cc12)CCC3	-0.04
O=S(=O)(Nc1cccc(-c2cn3ccccc3n2)c1)c1ccc(Br)cc1	4.4*
O=C(NNC1=Nc2ccccc2SC1)c1cccs1	-1.2
COc1ccc(-c2cnc3ncnn3c2N)cc1	-0.33
O=C1CCC(=O)N1c1ccc(S(=O)(=O)NCCCN2CCN(Cc3ccccc3)CC2)cc1	-1.3
Cc1cc(C)c(-n2c(SCC(=O)Nc3ccc(C(C)C)cc3)n[nH]c2=O)c(C)c1	0.12
CCOC(=O)C(CCSC)NC(=O)CN (stereo not given)	0.22

Next records follow.
SMILES	Dicer inh
CCCn1c2ccccc2c2nnc(SCC(=O)Nc3nnc(C)s3)nc21	-0.12
CCCCCCCC/C=C\CCCCCCCC(=O)NCc1ccc(O)c(OC)c1	0.92
CC(C)C(NC(=O)CN1C(=O)c2cccc3cccc1c23)C(C)C	-0.53
CC(=O)Nc1cccc(-n2nnc(SCC(=O)c3cc(-c4ccccc4)no3)n2)c1	0.35
Cc1c(C(=O)N2CCOCC2)cc(C(C)(C)C)n1-c1ccccc1	-1.4
CN(C)c1ccc(C2C=C(Nc3ccccc3)C(=O)N2c2ccccc2)cc1 (stereo not given)	1.4
CC(=O)c1ccccc1C(=O)c1ccc(Cl)cc1	59*
CCOC(=O)c1cc2cc(Cl)ccc2oc1=O	-0.85
N#C/C(=C\Nc1ccccc1)C(=O)c1ccc(OC(F)(F)F)cc1	1.9
COc1ccc(C2Nn3c(nnc3-c3ccccc3)SC2C(=O)N2CCCC2)cc1 (stereo not given)	-0.3
O=C(O)CCC(=O)Nc1nc2ccccc2s1	-0.54
CCC1(c2cccc(OC(=O)C3CCCCC3)c2)CCCCN(C)C1=O (stereo not given)	-0.76
COc1cc(CNCc2ccc(Br)cc2)cc(OC)c1	1.2
c1ccc(-n2ncc3c(NC4CCCCC4)ncnc32)cc1	3
O=C(NC(=O)c1ccccc1O)c1ccc(C(F)(F)F)cc1	-0.93
O=C(Cn1c(=O)oc2ccccc21)Nc1ccc(N2CCOCC2)cc1	-1
CC1=C(OS(=O)(=O)c2cc(C)c(Cl)cc2Cl)C(=O)CC1	-0.67
OC[C@@H](O)[C@H](O)[C@H](O)[C@@H](O)C(SCc1ccccc1)SCc1ccccc1	2
C=C(C)CC(Nc1ccccc1F)c1ccco1 (stereo not given)	-0.12
CCOC(=O)Nc1ccccc1C(=O)OC	5.4*
CC1CN(/C=C(\C#N)S(=O)(=O)c2ccc(Br)cc2)CC(C)O1 (stereo not given)	-0.3
Cc1[nH]nc(NCc2cccnc2)c1[N+](=O)[O-]	-0.07
O=C(O)c1cc(NCc2ccc3c(c2)OCO3)ccc1N1CCOCC1	2.8
COc1ccccc1C(=O)CC1(O)C(=O)N(C(C)C)c2ccccc21 (stereo not given)	0.81
NNC(=O)CC1NCCN(Cc2ccccc2)C1=O (stereo not given)	0.38
COc1cccc(/C=N/NC(=O)c2c(C)nc3cc(C)ccn23)c1	-1.1
O=C1NCc2c1c1c3ccccc3[nH]c1c1[nH]c3ccccc3c21	-1.6
O=C(c1ccco1)c1cn(CCOc2ccccc2F)c2ccccc12	0.45
Cc1onc(-c2ccccc2)c1C(=O)NC1CCSC1=O (stereo not given)	-0.7
CS(=O)(=NC(=S)Nc1ccc(Br)cc1)c1ccccc1 (stereo not given)	2.1

Taken from above.
O=C(Cn1c(=O)oc2ccccc21)Nc1ccc(N2CCOCC2)cc1 in Dicer inh = -1
CC1CN(/C=C(\C#N)S(=O)(=O)c2ccc(Br)cc2)CC(C)O1 (stereo not given) in Dicer inh = -0.3
O=C(c1ccco1)c1cn(CCOc2ccccc2F)c2ccccc12 in Dicer inh = 0.45

Carrying on:
SMILES	Dicer inh
Cc1cc(=O)[nH]c(SCc2cccc3ccccc23)n1	-4.1
CC(C)c1nnc(-c2cc3sccc3s2)o1	0.82
Cc1nc(-c2cc(C#N)c(SCCNC(=O)c3ccc(Cl)cc3Cl)nc2C)cs1	-0.96
O=C(O)c1ccnc(-c2cc(C(=O)O)ccn2)c1	1.3
O=C(O)/C=C\C(=O)NCCc1ccc(Cl)cc1	7.2
Cc1ccc(-c2n[nH]c(=O)c3ccccc23)cc1S(=O)(=O)NC(C)(C)C	0.82
O=C(NCCN1CCOCC1)c1cc2n(n1)C(C(F)(F)F)CC(c1ccco1)N2 (stereo not given)	0.66
Cc1ccc(Oc2coc3cc(O)ccc3c2=O)cc1	0.2
COc1ccc(-c2nc3c(c(SC)n2)COC(C)(C)C3)cc1	-0.01
C#CCOC(=O)Nc1cnccc1C(F)(F)F	-1.6
CSc1nc(-c2ccc(Cl)cc2)nc(N)c1C#N	-0.96
Cn1c(=O)c2c(nc(N3CCCC3)n2Cc2ccc(Cl)c(Cl)c2)n(C)c1=O	0.46
O=C1SC(Nc2ccc(Br)cc2)C(=O)N1c1ccccc1 (stereo not given)	0.16
Nc1c(C(=O)N2CCCCC2)sc2nc3c(cc12)CCCC3	0.63
COC(=O)c1cnc(Nc2ccc(Cl)cc2)c([N+](=O)[O-])c1	-0.59
Cc1nn(-c2ccccc2)nc1CNC(=O)c1sc(-c2ccc(C(F)(F)F)cc2)nc1C	-0.73
COc1cc(-c2nnc3ccc(C(F)(F)F)cn23)ccc1OCc1ccccc1	0.21
CCOc1nc(C)ccc1-c1noc(-c2cc(OC)cc(OC)c2)n1	-0.35
O=C(O)c1cccnc1SC1CC(=O)N(c2ccc(N3CCOCC3)cc2)C1=O (stereo not given)	0.99
CC1=C(C(=O)O)N2C(=O)[C@H](NC(=O)[C@@H](N)c3ccccc3)C2SC1 (stereo not given in full)	-0.98
CCOC(=O)c1sc2ncnc(N(C)c3ccccc3)c2c1C	-1.2
CN(C)c1cc(CC(=O)c2ccccc2)ncn1	-0.13
COc1cccc(Nc2ncc(C#N)c(N)n2)c1	-0.29
FC(F)(F)c1oc(-c2ccccc2Cl)cc1-c1nc(-c2cccs2)no1	-0.7
O=C1c2ccccc2C(=O)N1SSN1C(=O)c2ccccc2C1=O	-1.5
COC(=O)c1cc(/C=N/NC(N)=S)cn1C	-1.8
Cc1cc(=O)[nH]c(Nc2nc(C)c3cccc(C)c3n2)n1	0.12
O=C(O)C1C2C=CC(C2)C1C(=O)N1CCN(C(c2ccccc2)c2ccccc2)CC1 (stereo not given)	0.05
CCOc1cc(C2C(C(=O)OCCSCC)=C(C)NC3=C2C(=O)CCC3)ccc1O (stereo not given)	0.05
CCCS(=O)(=O)N1CCN(C(=O)c2ccco2)CC1	2.7

A portion of the results above, as a working copy:
SMILES	Dicer inh
CCOc1cc(C2C(C(=O)OCCSCC)=C(C)NC3=C2C(=O)CCC3)ccc1O (stereo not given)	0.05
CCCS(=O)(=O)N1CCN(C(=O)c2ccco2)CC1	2.7

An excerpt; the hit share may differ from the screen's.
